HCMV antiviral – inhibitors of human cytomegalovirus | activity change, negative = inhibition, % at 57.5 µM | HFF cells, HCMV-luciferase reporter, 72 h; stronger effect = lower value | hit rate 4.5% among 410,000; in the data active = activity change below about -60%; inconclusive = no clear call, values can overlap the other calls; inactive = above about -39%
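HFF cells seeded 16 h at 37C, treated with compounds, infected with luciferase-reporter HCMV at MOI 1 PFU/cell; luciferase read at 72 h post infection, normalized to buffer-only and Salinomycin controls.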
HCV inh – inhibitors of hepatitis C virus infection; Huh7.5.1 HCVcc-Cre infection, luciferase reporter, 44 h; Potency, µM (series often up to 41.8 µM), without a hit: at the highest dose activity change, negative = inhibition, actives largely listed as inhibitors; hit rate 3.4% among 340,000; AID 651820; also: potency is read from the fitted curve at half-maximal effect
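Seed cells (1,000/well) for 4 h; treat with compound and infect with HCVcc-Cre, moi about 0.5. Incubate 44 h, then detect luciferase activity.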
AMA1-RON2 inh – disrupts binding of P. falciparum AMA1 to RON2. AID 720542. Potency, µM (series often up to 58.2 µM), for inactives: top-dose activity change, negative = inhibition, actives largely listed as inhibitors. hit rate 0.2% among 360,000. AlphaScreen AMA1-biotinylated RON2 peptide binding;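 also: potency is read from the fitted curve at half-maximal effect; 0% = vehicle wells and -100% = peptide control; nearly all actives have a fitted effect of over 45% in size; some results filed as inactive show a strong effect at the top dose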
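AMA1 (3D7) with his tag at 25 nM final met compounds first, then biotinylated RON2 peptide at 25 nM; detection used donor plus acceptor beads, 10 µg/mL apiece, read by AlphaScreen after 30 min at room temperature.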
Giardia FBPA inh – blocks Giardia fructose-bisphosphate aldolase activity; A8B2U2; purified Giardia FBPA; Potency, µM (doses to about 59.6 µM), for the others: at the top dose activity, negative = inhibition, most hits filed as inhibitors; hit rate 0.71% among 290,000; also: potency is read from the fitted curve at half-maximal effect; nearly all actives have a fitted effect of over 55% in size
Target sequence (A8B2U2 whole entry, looked up): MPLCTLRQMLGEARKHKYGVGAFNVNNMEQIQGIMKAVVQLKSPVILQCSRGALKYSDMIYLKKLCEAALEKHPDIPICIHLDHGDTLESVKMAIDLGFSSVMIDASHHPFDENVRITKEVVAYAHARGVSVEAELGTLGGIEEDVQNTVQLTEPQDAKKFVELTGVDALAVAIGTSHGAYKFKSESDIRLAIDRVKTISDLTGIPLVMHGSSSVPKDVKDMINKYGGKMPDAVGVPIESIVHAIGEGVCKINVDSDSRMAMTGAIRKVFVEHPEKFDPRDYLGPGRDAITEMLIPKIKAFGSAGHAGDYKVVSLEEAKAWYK
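40 nM FBPA preincubated 10 min at RT with compound (up to 57.5 uM final), then substrate plus GAPDH/TPI/NAD/arsenate coupling and diaphorase/resazurin added. Fluorescence read after 20 min at RT, 525/598 nm.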
Sm TGR block – blocks Schistosoma mansoni thioredoxin glutathione reductase. Q962Y6. hit rate 3% among 360,000. Potency, µM (titrated, usually from 114 µM), for inactives: at the top dose activity change, negative = inhibition, usual class: inhibitors. purified TGR, DTNB reduction, TNB absorbance 405 nm; also: potency is read from the fitted curve at half-maximal effect; nearly all actives have a fitted effect of over 60% in size
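TGR 20 nM + NADPH 100 uM (dispensed conc.), cpd preinc 15 min RT; start with NADPH (500 uM addition) then DTNB (15 mM addition). Kinetic TNB absorbance, 405 nm filter. Four-parameter Hill fit across titration.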
AmpC inh detg – inhibitors of E. coli AmpC beta-lactamase with detergent; AmpC hydrolysis of nitrocefin, absorbance 480 nm, 0.01% Triton; AID 485294; hit rate 0.041% among 370,000; Potency, µM (highest dose often 114 µM), inactives show at the top dose activity change, negative = inhibition, actives largely listed as inhibitors;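 also: potency is read from the fitted curve at half-maximal effect; 0% = no-compound wells and -100% = no-enzyme wells; nearly all actives have a fitted effect of over 25% in size; some results filed as inactive show a strong effect at the top dose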
Target sequence (P00811 whole entry, looked up): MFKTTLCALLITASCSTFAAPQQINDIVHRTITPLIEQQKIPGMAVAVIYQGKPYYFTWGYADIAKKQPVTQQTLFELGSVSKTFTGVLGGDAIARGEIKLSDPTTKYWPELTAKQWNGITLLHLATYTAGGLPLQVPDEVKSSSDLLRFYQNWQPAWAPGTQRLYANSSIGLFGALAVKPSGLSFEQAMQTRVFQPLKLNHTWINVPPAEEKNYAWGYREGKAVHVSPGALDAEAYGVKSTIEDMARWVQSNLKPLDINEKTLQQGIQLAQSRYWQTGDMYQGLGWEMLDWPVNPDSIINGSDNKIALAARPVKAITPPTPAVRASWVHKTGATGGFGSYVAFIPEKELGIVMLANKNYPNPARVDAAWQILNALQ
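AmpC (5.3 nM in the dispensed reagent) in 20 mM phosphate pH 7.0 with 0.01% (detergent screen) or 0.0001% Triton X-100 was preincubated with compounds for 15 min at room temperature. Nitrocefin was then added from an 800 uM solution, and hydrolysis was followed at 480 nm.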
Starred values were filed as active, the others as inactive; ? = inconclusive; / = no result given; & = joins results of further samples; [ ] = another dose, or the depositor's remark. Unless noted, calls follow the shape of the dose curve; as a rule, active = well fitted curve in the direction sought with a large enough effect; inconclusive = small, poorly fitted or top-dose-only effect, or another doubt; inactive = no such curve, though single readings can be large; an effect the other way counts as inactive or inconclusive. Unless noted, % is scaled to controls: 0 for no effect and ±100 for the full control effect. Hits appear at their usual frequency; about 9.3% have a hit in one of these screens.

1: CC(NC(=O)Cc1ccc(NC2=NC3CS(=O)(=O)CC3S2)cc1)c1ccccc1 (configuration not stated)
2: Cn1c(N)nc2nc(CCc3ccccc3)c(=O)[nH]c2c1=O
3: CC(C)C(NS(=O)(=O)c1cc(C(=O)O)ccc1Cl)C(=O)O (configuration not stated)
4: O=C(Nc1cccnc1)Nc1ccc(Cl)cc1Cl
5: COCCNC(=O)[C@@]1(C)C=C[C@@H](Cc2ccccc2)N1C(=O)c1ccccc1
6: CCOc1ccc(S(=O)(=O)N(C)c2ccc(OCC(=O)NC3=NCCS3)cc2)cc1
7: COc1ccccc1OCC(=O)Nc1nc(-c2ccc(S(=O)(=O)N3CCOCC3)cc2)cs1
8: Cc1n[nH]c(C)c1CCC(=O)N/N=C/c1c(C)[nH]c2ccccc12

entry no.,1,2,3,4,5,6,7,8
HCMV antiviral,-12,2,7,-30,52,4,-27,26
HCV inh,31%[activator],5%,16%,-29%,9%,1%,16µM*,2%
AMA1-RON2 inh,-4%,14%,-4%,-1%,8%,55%[activator],7%,-2%
Giardia FBPA inh,-25%,0%,6%,1%,4%&2%,0%,/,-7%
Sm TGR block,-21%,-22%,9%,19%,?,-3%,/,17%
AmpC inh detg,?,-7%,-12%,2%,?,-5%,/,2%

9: CC(=O)Nc1ccc(OCC(O)Cn2ccnc2)cc1 (configuration not stated)
10: CC(C)CCN1C(=O)c2ccc(C(=O)NCC3CCCO3)cc2C1=O (configuration not stated)
11: CCOc1ccc(NC(=O)c2cc3nc(-c4ccc(OC)cc4)cc(C(F)(F)F)n3n2)cc1
12: CC(C)(C)OC(=O)N1CCC(c2c(C(=O)NCCN3CCOCC3)cnn2-c2cccc(Cl)c2)CC1
13: CCC(C)COC(c1ccccc1)(c1ccccc1)C(Oc1nc(C)cc(C)n1)C(=O)O (configuration not stated)
14: OCCOc1cccc(CN2CCC(CO)(CCOc3ccccc3)CC2)c1
15: COc1ccc2[nH]c3c(=O)n(N)c(C)nc3c2c1
16: CCCc1cc(=O)[nH]c(SCC(=O)OCc2ccccc2)n1

entry no.,9,10,11,12,13,14,15,16
HCMV antiviral,11,0,19,-7,12,20,-20,-7
HCV inh,9%,17%,/,/,-9%,-5%,9%,10%
AMA1-RON2 inh,-5%,0%,/,/,-8%,3%,8%,-2%
Giardia FBPA inh,-1%,4%,/,/,3%,1%,0%,-8%
Sm TGR block,14%,-3%,1%,1%,-22%,/,7%,0%
AmpC inh detg,-2%,1%,1%,23%,0%,-11%,-2%,-14%

17: CCN(CC(=O)NCc1ccc(Cl)cc1)C(=O)CSc1ccc(F)cc1
18: CC1CCCC(C2(O)C(=O)Nc3ccccc32)C1=O (configuration not stated)
19: CCc1ccc2c(CN3CCN(S(=O)(=O)c4ccc5c(c4)OCCO5)CC3)cc(=O)oc2c1
20: NC(=O)COC(=O)C1CSC2(c3ccc(F)cc3)CCC(=O)N12 (configuration not stated)
21: O=C1CN(C(=O)c2ccc(Cl)c(S(=O)(=O)N3CCc4ccccc43)c2)c2ccccc2N1
22: Cc1cccc(C)c1NC(=O)COC(=O)C1Cc2ccccc2CN1C(=O)c1ccccc1 (configuration not stated)
23: O=C1CCCC2=C1Sc1ccc(Cl)cc1N2
24: O=C1OCC2=C1C(c1ccccc1)CC(=O)N2c1cccc(F)c1 (configuration not stated)

entry no.,17,18,19,20,21,22,23,24
HCMV antiviral,-26,109,-22,-16,?,21,-27,42
HCV inh,?,22%,?,21%,-24%,-1%,11µM*,22%
AMA1-RON2 inh,-5%,9%,-6%,0%,-9%,0%,-5%,-7%
Giardia FBPA inh,/,5%,5%,-5%,-4%,-8%,-12%,14%
Sm TGR block,2%,-5%,0%,-11%,-24%,-14%,-8%,-2%
AmpC inh detg,-17%,-1%,1%,-4%,?,-12%,0%,-6%

25: COc1cc(C(=O)Nc2ccc3c(c2)OCCO3)c(-n2cnnn2)cc1OC
26: COc1ccccc1NC(=O)CN(c1ccccc1)S(=O)(=O)c1ccccc1
27: N#C/C(=N\Nc1ccc(Cl)cc1)C(=O)c1ccccc1
28: CCOc1ccccc1NC(=O)CSc1cc(=O)n(CC)c2ccccc12
29: CCN(CC)c1ccc(/C=N/NC(=O)c2cccc(S(=O)(=O)Nc3ccccc3OC)c2)c(O)c1
30: CCOC(=O)c1cn(CC)c2c(ccc3ccccc32)c1=O
31: CCC(C(=O)NCCc1ccco1)n1nc(C)c2c(C)n(-c3ccccc3)nc2c1=O (configuration not stated)
32: Clc1ccc(-c2ccc(CN3CCCCC3)o2)cc1

entry no.,25,26,27,28,29,30,31,32
HCMV antiviral,-23,-26,-99*,17,-103*,9,?,7
HCV inh,3%,?,22µM*,/,10µM*,?,-2%,-25%
AMA1-RON2 inh,34%[activator],13%,-7%,/,29%,22%,-7%,-17%
Giardia FBPA inh,4%,4%,-8%,/,-11%,9%,/,?
Sm TGR block,11%,2%,-10%,4%,3%,3%,-21%,?
AmpC inh detg,-4%,?,-5%,7%,-10%,-9%,-2%,?

33: O=C(NC1CCCCC1)c1cccc2c1C(=O)c1ccc(-c3ccc(OC(F)(F)F)cc3)cc1S2(=O)=O
34: CCn1c(SCC(=O)NNC(=O)Cc2ccccc2)nnc1-c1ccncc1
35: CN1CCN(c2nc3c(S(=O)(=O)c4ccc(Cl)cc4)nnn3c3ccsc23)CC1
36: C=CCn1c2ccccc2c(=O)c2cc(C#CC3(O)CCCCC3)ccc21
37: O=C(NCCCN1CCN(c2ccc(F)cc2)CC1)c1ccc2nc(Cc3ccccc3)oc2c1
38: CC(Oc1ccc(Cl)cc1Cl)C(=O)NNC(=O)c1ccncc1 (configuration not stated)
39: CCCCCN1CSC(=S)N(Cc2ccccc2)C1
40: CCOc1ccc(OCC)c(NC(=O)CN(c2ccc(C)cc2)S(=O)(=O)c2c(C)noc2C)c1

entry no.,33,34,35,36,37,38,39,40
HCMV antiviral,-4,-35,16,20,?,3,?,-15
HCV inh,12%,5%,/,10µM*,/,3%,5%,?
AMA1-RON2 inh,0%,43%[activator],/,19%,/,101%[activator],25%,0%
Giardia FBPA inh,/,2%,/,-27%,/,/,-4%,-9%
Sm TGR block,/,8%,0%,-20%,-1%,-10%,-2%,9%
AmpC inh detg,/,-6%,15%,7%,-8%,-13%,-1%,-14%

41: Cc1ccc(NC(=O)CSc2nc3c(c(=O)[nH]2)CCCC3)cc1C
42: CCOP(=O)(OCC)c1ccc(O)cc1
43: O=C(O)c1ccc(N=c2oc3cc(O)ccc3cc2C(=O)NCc2ccccc2)cc1
44: Cc1ccccc1C(=O)N1CCC(C(=O)N(CC(C)C)c2c(N)n(CC(C)C)c(=O)[nH]c2=O)CC1
45: O=C(NCc1ccc(F)cc1)C(c1cccs1)N(C(=O)c1csnn1)C1CC1 (configuration not stated)
46: O=C(CNC(=O)c1ccco1)N/N=C/c1ccc(O)c([N+](=O)[O-])c1
47: CCC[C@@H](NS(=O)(=O)c1ccc(C)cc1)C(=O)Oc1ccc2c3c(c(=O)oc2c1)CCC3
48: C=CCSc1nnc(Cc2c(C)[nH]c3ccccc23)o1

entry no.,41,42,43,44,45,46,47,48
HCMV antiviral,-29,3,67,-3,5,-10,-16,10
HCV inh,-8%,-4%,-5%,14%,-8%,10%,2%,?
AMA1-RON2 inh,-3%,92%[activator],-2%,-2%,7%,13%,-5%,0%
Giardia FBPA inh,/,8%,-4%,/,22%,-8%,-8%,1%
Sm TGR block,4%,0%,3%,-3%,-3%,-18%,7%,-34%
AmpC inh detg,1%,5%,-2%,-15%,-4%,?,5%,-1%

49: COc1ccc(OC)c(N/C(=N/C(=S)Nc2ccccc2)Nc2nc(C)cc(C)n2)c1
50: CCOC(=O)Cn1nc(-c2ccc(C)cc2)c2ccccc2c1=O
51: O=C(Nc1ccccc1Cl)c1cccc(NC(=O)C2CCCC2)c1
52: CC(C)C(NC(=S)NCc1ccccc1)C(=O)O (configuration not stated)
53: CCn1nc(C)c(NC(=O)/C=C/c2cnn(C)c2C)c1C
54: CCc1nn(CC(=O)NCCN2CCN(C)CC2)c(=O)c2cc3c(OC)cccc3n12
55: CC(C)CN(C(=O)COc1ccc2ccc(=O)oc2c1)C1CCS(=O)(=O)C1 (configuration not stated)

entry no.,49,50,51,52,53,54,55
HCMV antiviral,-36,-9,-38,50,17,-26,14
HCV inh,?,29%,?,3%,-3%,11%,-6%
AMA1-RON2 inh,43%[activator],-13%,-2%,3%,10%,-7%,5%
Giardia FBPA inh,-2%,2%,8%,4%,-2%,-4%,/
Sm TGR block,11%,-13%[57.1 µM],-1%,-22%,10%,-2%,-9%
AmpC inh detg,-6%,?,-1%,-3%,-4%,-3%,0%

Structures above that have an NH in an aromatic ring:
2: Cn1c(N)nc2nc(CCc3ccccc3)c(=O)[nH]c2c1=O
8: Cc1n[nH]c(C)c1CCC(=O)N/N=C/c1c(C)[nH]c2ccccc12
15: COc1ccc2[nH]c3c(=O)n(N)c(C)nc3c2c1
16: CCCc1cc(=O)[nH]c(SCC(=O)OCc2ccccc2)n1
41: Cc1ccc(NC(=O)CSc2nc3c(c(=O)[nH]2)CCCC3)cc1C
44: Cc1ccccc1C(=O)N1CCC(C(=O)N(CC(C)C)c2c(N)n(CC(C)C)c(=O)[nH]c2=O)CC1
48: C=CCSc1nnc(Cc2c(C)[nH]c3ccccc23)o1

entry no.,2,8,15,16,41,44,48
HCMV antiviral,2,26,-20,-7,-29,-3,10
HCV inh,5%,2%,9%,10%,-8%,14%,?
AMA1-RON2 inh,14%,-2%,8%,-2%,-3%,-2%,0%
Giardia FBPA inh,0%,-7%,0%,-8%,/,/,1%
Sm TGR block,-22%,17%,7%,0%,4%,-3%,-34%
AmpC inh detg,-7%,2%,-2%,-14%,1%,-15%,-1%

Bioassay records (PubChem)
